ALOX12 inh: Primary qHTS assay for inhibitors of human arachidonate 12S-lipoxygenase (ALOX12): Round 2; Polyunsaturated fatty acid lipoxygenase ALOX12 (Homo sapiens), P18054; purified 12hLO, xylenol orange hydroperoxide absorbance; Potency, µM (series often up to 108 µM), without a hit: at the top dose activity change, negative = inhibition, most hits filed as inhibitors; 1.1% of 580,000 active; AID 1671190, 2021; active = well fitted inhibition curve with a large enough effect; inconclusive = small, poorly fitted or top-dose-only effect, or another doubt; inactive = no such curve, though single readings can be large or run the other way
Target sequence (P18054 whole entry, looked up): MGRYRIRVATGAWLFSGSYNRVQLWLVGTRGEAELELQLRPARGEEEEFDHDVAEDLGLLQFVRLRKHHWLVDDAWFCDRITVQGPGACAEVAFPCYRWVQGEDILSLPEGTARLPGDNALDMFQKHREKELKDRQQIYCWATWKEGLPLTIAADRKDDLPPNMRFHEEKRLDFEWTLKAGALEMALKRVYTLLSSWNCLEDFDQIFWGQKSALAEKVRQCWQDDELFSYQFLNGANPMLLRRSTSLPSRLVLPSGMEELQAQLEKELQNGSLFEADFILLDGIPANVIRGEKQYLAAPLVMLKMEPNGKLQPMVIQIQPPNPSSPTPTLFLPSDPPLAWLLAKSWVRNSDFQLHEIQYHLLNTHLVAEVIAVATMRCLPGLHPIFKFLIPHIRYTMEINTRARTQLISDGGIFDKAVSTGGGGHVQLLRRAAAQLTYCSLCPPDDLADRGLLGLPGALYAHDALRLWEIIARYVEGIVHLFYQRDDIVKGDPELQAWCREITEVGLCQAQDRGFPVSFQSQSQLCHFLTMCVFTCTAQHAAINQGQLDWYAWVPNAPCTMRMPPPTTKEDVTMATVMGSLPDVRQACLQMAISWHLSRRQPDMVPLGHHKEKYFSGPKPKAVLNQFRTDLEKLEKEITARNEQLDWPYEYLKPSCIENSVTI
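Hydroperoxide product was detected by ferrous iron/xylenol orange as the 573 to 405 nm absorbance ratio. Arachidonic acid at 40 uM (final) was turned over for 30 min at room temperature by 150 nM human 12hLO, pH 7.0 Hepes buffer, after 15 min compound preincubation.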
Starred values were filed as active, the others as inactive; ? = inconclusive; [ ] = another dose, or the depositor's remark. % is set by controls: 0 for no effect and ±100 for the full control effect; potency is the fitted concentration of half-maximal effect. This is a subset; count on the stated rates, not on these rows.

SMILES	ALOX12 inh
C[C@H]1CCCCO[C@H](CN(C)S(=O)(=O)c2cn(C)cn2)[C@@H](C)CN([C@@H](C)CO)C(=O)c2cc(NS(=O)(=O)c3ccccc3)ccc2O1	-4.8%
O=C1CCN(C(=O)C2CCN(C(=O)C3CCOC3)CC2)CCCCCCN1 (stereo not given)	29.6%
Clc1cccc(N/N=C/C(Br)=C/c2ccccc2)c1	11.2µM*
COc1ccccc1-n1cc(CN2CCC3(CCC(CNC(=O)c4ccccc4)O3)CC2)cn1 (stereo not given)	0.2%
COc1ccc(-c2cnc3[nH]cc(CC(=O)Nc4ccc(F)c(Cl)c4)c3c2)cc1	7.1%[176 µM]
C[S+](=O)([O-])N1CC2ON=C(C(=O)NCCc3ccc(Cl)cc3)C2C1 (stereo not given)	?
Cc1ccnn1CCC(=O)N[C@@H]1COCC[C@H]1Oc1ccc(C(N)=O)cc1	49.5%[activator]
CCOc1ccc2c(n1)CCN(C(=O)c1ccoc1)C2	7.3%
CC(C)c1ccc(C(=O)N2CCC(N3CC4CC(C3)[C@H]3CCCC(=O)N3C4)CC2)cc1 (stereo not given in full)	1.3%
Cc1noc(C)c1C(=O)N1CCC2(CC1)C(=O)NCN2C(=O)Cc1ccccc1	-0.9%[6.33 µM]
CCC(C)(C)C(=O)N1C[C@@H](CO)[C@H](c2ccncc2)C1	22.1%
CC(=O)Nc1cccc(C(=O)NCc2ccccc2-n2ccnc2C)c1	19.7%
COc1ccc(C(=O)N2C[C@@H](Oc3ccccc3)C[C@H]2C(=O)NC2CC2)cc1F	0.7%
CC(C)C[C@H]1CNC(=O)C(=O)N1C[C@H]1CCCN1C[C@H](Cc1ccc(O)cc1)N1C[C@H](CC(C)C)N(CC2CCCCCC2)C(=O)C1=O	?
CCCC(NC(=O)NCc1ccc(F)cc1)C(=O)N(C)CC(=O)N(CC)CC (stereo not given)	-7.1%
COc1ccc(CCC(=O)N2CCN(S(=O)(=O)c3ccc(OC)c([N+](=O)[O-])c3)CC2)cc1	8.2%
Cc1ccc(NC(=O)O[C@@H]2CO[C@H]3[C@@H]2OC[C@@H]3Nc2nccc(-c3ccccc3)n2)cc1	-0.8%[176 µM]
Cc1c(CC(=O)NCc2ccccc2)c(=O)oc2cc(O)ccc12	5.4%
O=C1NC(=NC2CCCCC2)C2(CCN(CC3CCCCC3)CC2)N1c1cc(F)cc(F)c1	10.3%[6.33 µM]
COc1ccc(-c2nc(C)nc3c2CCN(Cc2ccnn2C)CC3)cc1	53.0%[activator]
CN1CCC(CNC(=O)CCc2c[nH]c3ccccc23)CC1	-2.1%
FC(F)(F)c1ccc(N2C3CCC2CN(Cc2cccc(-c4cccnc4)c2)C3)cc1	8.3%[6.33 µM]
Cc1cccc(CSc2nc3nc[nH]c3c(=O)[nH]2)c1	?
CC(C)CNS(=O)(=O)CC1NCc2ccccc21 (stereo not given)	?
Cc1cccc(C)c1NC(=O)CSc1nnc(-c2cccs2)n1-n1cccc1	-4.6%

Next section
SMILES	ALOX12 inh
CSc1cccc(NC(=O)CCc2ncc(-c3ccccc3F)o2)c1	-13.2%
O=C1NC[C@@H](CCCCN2C[C@H](Cc3ccccc3)N(CCC3CCCCC3)C(=O)C2=O)N(CCc2ccccc2)C1=O	?
CCCS(=O)(=O)NCCc1ncc(C)n1Cc1ccccc1	48.1%[activator]
Cc1cc(CN2CCC3(CC2)CC(=O)c2ccc(Cl)cc2O3)no1	-17.4%
CCC(C)Nc1oc(/C=C/c2cccc(OC)c2)nc1C#N (stereo not given)	?
N#CC1CCN(C(=O)c2nc3sccn3c2Br)CC1	18.9%[176 µM]
Cc1ncsc1CCNC(=O)c1ccc2nc(-c3ccccc3)cn2c1	45.3%[activator]
Cc1ccc(C(=O)NCC(=O)Nc2ccccc2C)o1	-3.5%
COCCCN(Cc1cc(OC)c(OC)c(OC)c1)C(=S)Nc1cccc(Cl)c1	-17.9%
O=S1(=O)CC(N2CCCC2)CN1Cc1cn(Cc2ccc(Cl)cc2)nn1 (stereo not given)	3.6%
C=CCNC(=O)c1ccc2cc[nH]c2n1	-1.0%[12.5 µM]
CCN(C1CCCCC1)S(=O)(=O)CCNC(=O)c1ccc(OC)cc1	-1.3%
Cc1cc(C)c2c(=O)cc(C(=O)NCc3ccc4c(c3)OCO4)oc2c1	-35.5%
Cc1cc(=O)n2[nH]c(CN(C(=O)c3ccccc3C)c3ccc(Cl)cc3)nc2n1	-27.3%
O=C1NC(Cc2ccccc2)c2nc3cc(F)ccc3c(=O)n2-c2cc3ccccc3cc21 (stereo not given)	-5.3%
CCN(C1CCOCC1)C1CN(C(=O)C2CCCCC2)C1	31.4%[activator]
Brc1ccc(-c2noc(-c3ccco3)n2)o1	?
O=C1CN(Cc2coc(-c3ccc(Cl)cc3)n2)CCN1	-6.7%
CN(C)c1ccc(CN2CCC(N3CCOCC3=O)CC2)cc1	1.9%[6.33 µM]
CC1CCN(CC(=O)N2CCC(c3nc4ccccc4o3)CC2)C1=O (stereo not given)	25.9%
N#CCCSc1sc(=S)sc1SCc1cc(C(F)(F)F)cc(C(F)(F)F)c1	-55.9%
c1ccc(-c2nnn(Cc3csc(-c4ccccc4)n3)n2)cc1	5.1%
CN1C(=O)CS(=O)(=O)C12CCN(C(=O)c1ccc(F)c(F)c1)CC2	46.0%
CCn1nccc1C(=O)N1CCC2(CC1)CC(N1CCN(c3ccccn3)CC1)CCO2 (stereo not given)	44.9%
CCCn1c(Cn2ccnc2C)nc2cc(NC(=O)COc3ccc(OC)cc3)ccc21	25.7%

Fetched one by one from the list above (six):
SMILES	ALOX12 inh
CCN(C1CCCCC1)S(=O)(=O)CCNC(=O)c1ccc(OC)cc1	-1.3%
Brc1ccc(-c2noc(-c3ccco3)n2)o1	?
N#CC1CCN(C(=O)c2nc3sccn3c2Br)CC1	18.9%[176 µM]
N#CCCSc1sc(=S)sc1SCc1cc(C(F)(F)F)cc(C(F)(F)F)c1	-55.9%
C=CCNC(=O)c1ccc2cc[nH]c2n1	-1.0%[12.5 µM]
CN(C)c1ccc(CN2CCC(N3CCOCC3=O)CC2)cc1	1.9%[6.33 µM]

Some of the entries above in another layout.
O=C1CN(Cc2coc(-c3ccc(Cl)cc3)n2)CCN1
- ALOX12 inh = -6.7%

CN(C)c1ccc(CN2CCC(N3CCOCC3=O)CC2)cc1
- ALOX12 inh = 1.9%[6.33 µM]

New compounds follow.
SMILES	ALOX12 inh
N#Cc1c(SCC(=O)N2CCCC2)nc(N2CCOCC2)c2c1CCCC2	0.1%
O=C(OCc1cc(-c2ccccc2)no1)c1cc(Cl)c[nH]1	?
COc1ccccc1OCCC1CCN(C(=O)NCC(C)C)C1 (stereo not given)	5.4%
CC1(Cc2ccc3ccccc3n2)C(=O)Nc2ccc(OC(F)(F)F)cc21 (stereo not given)	-3.5%
O=C(/C=C/c1cccs1)Oc1ccc2oc3ccccc3c2c1	-4.2%
CCN1CCCC1CNC(=O)c1cnn(-c2ncc3c(n2)-c2ccc(OC)cc2CC3)c1C1CC1 (stereo not given)	3.0%
COc1ccc(-c2cc(N3CCCC(NC(=O)CCc4ccccc4OC)C3)n[nH]2)cc1 (stereo not given)	-1.5%
COc1cccc(CNC(=O)c2ccc3c(c2)N(C)C2CCCCN2C3=O)c1OC (stereo not given)	41.3%[activator]
Cc1nc(CN2C[C@H](C(=O)NCCOc3ccccc3)C[C@@H]2c2ccc(F)cc2)cs1	-5.5%[176 µM]
O=C(CN1C(=O)COc2ccc(C(=O)COc3ccc(F)cc3F)cc21)Nc1ccc(F)cc1	?
CN(C(=O)c1cccc(Cl)c1)c1nc2ccccc2o1	5.2%
COC(=O)C1=C(C(=O)OC)SC(=C(Cl)C(=S)Sc2ccccn2)S1	4.47µM*
COc1ccc(OC)c(CC(=O)Nc2ccc3c(c2)c(=O)n(C)n3Cc2cccc(C(F)(F)F)c2)c1	?
CC(=O)N/C(=C/c1ccccc1)C(=O)OC(C(N)=O)c1ccccc1 (stereo not given)	?
CCc1nc(-c2c3n(c(=O)n(Cc4ccc(F)c(F)c4)c2=O)CCCC3)no1	7.7%
COc1ccc(CN2CC3ON=C(C(=O)O)C3C2)cc1 (stereo not given)	?
CC(c1ccc(F)cc1)N1Cc2cc(NC(=O)c3cccs3)ccc2OCC1=O (stereo not given)	15.5%
CC(C)C(=O)N1CCC2(CC1)NCCc1c2[nH]c2ccccc12	6.2%
CN(C)CCN1CCN(C(c2cc3ccccc3o2)c2nnnn2C(C)(C)C)CC1 (stereo not given)	-3.2%
N#CCc1ccc(-c2cccc3nccn23)cc1	18.8%
Nn1nc(-c2ccccc2)nc1-c1ccccc1	-15.0%
Cc1ccc(S(=O)(=O)N(Cc2cccnc2)C2CC2)cc1F	4.8%
O=S(=O)(/C(=C/c1ccc2ccccc2c1)c1nc2ccccc2[nH]1)c1ccccc1	2.4%
Fc1ccc(Sc2ccncc2)cc1	11.5%
C=CCn1c(SCC(=O)Nc2cc(C)on2)nnc1-c1ccncc1	26.4%

Other entries
SMILES	ALOX12 inh
COc1ccc(-c2noc(C(=O)O)c2[C@@H](C)NS(=O)(=O)CC(C)C)cc1	?
Cc1cccc(Cl)c1NC(=O)Cn1cccc1-c1nc(-c2ccc(F)cc2)no1	23.6%
COC[C@H](NS(=O)(=O)c1ccc(Br)cc1F)[C@@H](O)c1ccccc1	-3.7%
OC(c1ccc2c(c1)OCO2)c1ncc(-c2ccc(Cl)cc2)[nH]1 (stereo not given)	?
CC(C)N1CC2(CC(c3ccccc3F)=NO2)CN1C(=O)c1ccco1 (stereo not given)	0.0%
CCc1cc2c(SCC(=O)NC3CCCC3)ncnc2s1	-25.1%
CCNC(=O)NC(=O)CN1CCCC(c2nc3ccccc3o2)C1 (stereo not given)	-7.1%
CCN(CC)CC(=O)OCC(=O)[C@@]1(O)CC[C@H]2[C@@H]3CCC4=CC(=O)CC[C@]4(C)[C@H]3[C@@H](O)C[C@@]21C	-9.0%[22.9 µM]
Cc1ccccc1-c1cc2nc(Nc3ccc(F)cc3)n(C)c(=O)c2s1	?
Cc1cccc(NC(=O)C2(C)CCCCC(=O)N2)c1 (stereo not given)	25.6%
Cc1ccc(NC(=O)CSc2nc3cc([N+](=O)[O-])ccc3o2)cc1	?
COc1cc(OC)nc(Nc2nc(C(C)N)cs2)n1 (stereo not given)	13.4%
COc1ccc(C(=O)N2C[C@@H](CO)[C@H](c3nc(C4CC4)no3)C2)cc1	0.4%
O=C(Nc1ccc([C@@H](O)[C@H]2COCC(=O)N2CC2CC2)cc1)c1ccco1	16.2%[176 µM]
COc1cc2cc(CN3CCC[C@@H]3CO)c(-c3cccc(Cl)c3)nc2cc1OC	88.3%[activator]
COCCC1(NS(C)(=O)=O)CCN(S(=O)(=O)c2ccc(C#N)cc2)CC1	43.1%[activator]
COc1ccc(OCC(=O)Nc2cc(-c3ccccc3)no2)cc1	3.3%
COCCc1noc(C2CN(C(=O)C3CCOC3)C2)n1 (stereo not given)	45.6%[activator]
COc1ccccc1N1CCN([C@H]2[C@@H]3OC[C@@H](O3)[C@@H](NCc3cnc4ccccc4c3)[C@@H]2O)CC1	54.2%[activator]
O=C(/C=C/c1ccc(F)cc1)NCC1Cc2cccc(-c3ncccn3)c2O1 (stereo not given)	5.8%
CCOC(=O)[C@@H]1CSCCS(=O)(=O)N1C(=O)[C@H](Cc1ccccc1)NC(=O)OC(C)(C)C	17.5%
CCn1c(N2CCN(Cc3ccccc3F)CC2)nc2c1c(=O)[nH]c(=O)n2C	1.7%
CC(O)(c1ccccc1)c1nc(-c2cccc(C(F)(F)F)c2)cs1 (stereo not given)	-15.6%
Nc1nc(NCCNc2ncc(-n3ccnc3)c(-c3ccc(Cl)cc3Cl)n2)ccc1[N+](=O)[O-]	-10.5%[57.4 µM]
O=C(NCCNC(=O)c1ccc(Cl)cc1Cl)c1ccc(Cl)cc1Cl	-8.2%

Ordered by value in ALOX12 inh (ascending): some entries from above.
SMILES	ALOX12 inh
CCc1cc2c(SCC(=O)NC3CCCC3)ncnc2s1	-25.1%
O=C(NCCNC(=O)c1ccc(Cl)cc1Cl)c1ccc(Cl)cc1Cl	-8.2%
CCNC(=O)NC(=O)CN1CCCC(c2nc3ccccc3o2)C1 (stereo not given)	-7.1%
COc1ccc(C(=O)N2C[C@@H](CO)[C@H](c3nc(C4CC4)no3)C2)cc1	0.4%
COc1ccc(OCC(=O)Nc2cc(-c3ccccc3)no2)cc1	3.3%
Cc1cccc(Cl)c1NC(=O)Cn1cccc1-c1nc(-c2ccc(F)cc2)no1	23.6%

Next section
SMILES	ALOX12 inh
COc1cccc(Oc2coc3cc(OCc4ccc(F)cc4)ccc3c2=O)c1	2.7%
CC(=O)N/N=C/c1ccc(C(C)C)cc1	20.8%
Cc1nc(-c2c3n(c(=O)n(CC(=O)Nc4cccc(F)c4)c2=O)CCCC3)no1	-3.4%
O=C(N[C@H]1C[C@@H](CO)N(Cc2cccs2)C1)c1cccnc1	26.8%
Fc1cc(F)cc(CNc2ncncc2-c2nc(-c3ccccc3)no2)c1	15.8%
CC(C)n1c(=O)c2ccccc2n1Cc1cn(-c2ccccc2)nn1	9.6%
Cc1nc(C)c(-c2csc(Nc3ccc(Cl)cn3)n2)s1	-15.6%
CN1CC[C@H]2CN(S(=O)(=O)c3ccc(NC(N)=O)cc3)C[C@H]21	?
CCOC(=O)Cn1c(C2CC(=O)N(Cc3ccccc3)C2)nc2ccccc21 (stereo not given)	0.1%
CCC1=NS(=O)(=O)c2cc(NC(=O)C3CC3)ccc2N1CCOC	8.4%
CC1=C(C(=O)N(C)C)CC(CC(=O)NCCCN(C)C)C(=O)N1Cc1ccc(C(C)(C)C)cc1 (stereo not given)	-3.1%
CCCc1c(C(=O)Nc2ccc(NC(C)=O)cc2)nnn1-c1ccc2noc(-c3ccccc3)c2c1	?
Cc1nc(NCCC(C)C)sc1C(=O)NCc1ccco1	6.4%

Screens (PubChem BioAssay)
